High-throughput results as filed in PubChem BioAssay.
S1P3 agonist: S1P3 (human) receptor agonism. Q99500. S1P3 NFAT-BLA reporter cells, FRET ratio; relative to 1 µM S1P, basal subtracted. activation, % at 4.5 µM. hit rate 0.1% among 60,000;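 active = activation above the screen-wide mean plus 3 SD, cut at about 4.5% in these data, passing the limit was not always enough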; also: some compounds called inactive have numbers as strong as hits
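Measure – % activation relative to 1 µM S1P (100%), per plate · System – stable CHO line with human S1P3, Gα16, NFAT-BLA reporter · Timing – cells plated overnight, compound 4 h 37 °C, substrate 2 h RT · Technique – fluorescent BLA substrate, ex 405 nm, em 460/535 nm ratio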
M1 ag: activates the M1 muscarinic receptor | B-score at 10 µM | hit rate 3% among 64,000 | CHO-M1 cells, Fluo-4 calcium fluorescence, agonist mode; active compounds read high;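 active = fluorescence rise, raw or as B-score row- and column-corrected plate score, outside the 99.7% band of its plate's samples, either direction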
Jurkat tox 60K: cytotoxicity toward Jurkat cells. Jurkat E6.1 viability, ATP luminescence, 48 h. inhibition, % at 4 µM. hit rate 1.2% among 56,000. AID 463;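 active = inhibition above the mean inhibition of all tested compounds plus 3 SD, cut at about 28% in these data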
TNAP act DEA: activates human TNAP at intermediate phosphate acceptor concentration; 64,000 tested, under 10 active; activation factor at 20 µM; purified TNAP, CDP-star luminescence, 100 mM DEA, 30 min; active compounds read high; scale: 0 levamisole-inhibited, 1 vehicle-only enzyme; AID 813; P05186;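 active = activation factor of at least 2 at 20 µM, relative to controls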
D1 mod: D1 dopamine receptor (human) allosteric modulation; P21728; HEK293 D1, CRE-luciferase, dopamine EC30 potentiation; actives deviate in either direction; B-score at 10 µM; hit rate 5.9% among 58,000;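 active = luminescence count or its row- and column-corrected plate score outside the 99.7% band of the plate's sample wells, on either side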
M1 antagonist: blocks the rat M1 muscarinic receptor response to acetylcholine | CHO-M1 cells, Fluo-4 calcium, ACh EC80 antagonist mode; active compounds read low | B-score at 10 µM | hit rate 3.4% among 64,000;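 active = calcium fluorescence response, raw or row-and-column corrected B-score, differing from the plate sample mean either way at a set confidence level, mostly lower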
Ec RNAP inh: blocks E. coli RNA polymerase transcription; hit rate 0.2% among 62,000; fluorescence transcription assay; inhibition, %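 (tested at 10 µM)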; P0A8V2; in the data active = inhibition above about 20%;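 also: 0% = enzyme without compound and 100% = no enzyme blank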
S1P1 ag-PAM: S1P1 (human) agonism or agonism potentiation. activation, % at 9.5 µM. AID 449. hit rate 0.57% among 56,000. S1P1 CRE-bla cells, forskolin, beta-lactamase FRET, potentiator mode; S1P1 agonist co-added at EC20, 2 nM; 100% = saturating reference agonist, 0% = basal;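 active = activation above a cutoff set at the mean activation of all tested compounds plus 3 SD, cut at about 54% in these data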;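 also: forskolin at 4 µM as EC80 and the EC20 agonist is SEW2871; 100% = SEW2871 at its EC100 plus forskolin at EC80; some compounds past the cut are filed as inactive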
HEK293 NFkB inh: lowers PMA/ionomycin-induced NF-kB signal in HEK293 cells; HEK-293 NF-kB luciferase reporter, luminescence; inhibition, % at 3 µM; hit rate 0.21% among 62,000;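 active = inhibition above the mean of all tested compounds plus 3 SD, cut at about 40% in these data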;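 also: 0% = stimulated DMSO wells and 100% = 10 µM reference inhibitor 5653914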
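Material: HEK-293 cells with stable firefly luciferase reporter driven by four HIV NF-kB elements / Also added: PMA plus ionomycin mix as NF-kB-activating stimulus / Compound dosing: 3 µM once, 0.30% DMSO / Times: 1 h pretreatment, 16 h stimulation, 37 °C / Signal: luminescence / Evaluation: per-plate % inhibition versus controls / Benchmarks: DMSO and 10 µM reference inhibitor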
* = called active by the depositor; / = no result given.

structure | S1P3 agonist | M1 ag | Jurkat tox 60K | TNAP act DEA | D1 mod | M1 antagonist | Ec RNAP inh | S1P1 ag-PAM | HEK293 NFkB inh
Cc1ccsc1C1NC(=O)c2c(sc3c2CCCC3)N1 (configuration not stated) | -2.3 | 0.231 | / | 0.8 | 1.08 | -0.979 | 4.2 | 9.4 | /
CCOC(=O)c1cccc(NC(=O)CSc2nc3ccccc3c(=O)n2CC)c1 | 0.2 | 0.535 | -7.2 | 0.9 | 4.5 | -0.11 | 3.9 | -29.7 | 1.1
O=C(NCC(=O)N1CCC(N2CCCCC2)CC1)C1CCCCC1 | -0.4 | 0.00662 | 0.6 | 1 | -1.18 | -0.755 | 10.8 | 2.0 | 8.5
Cc1c(C(=O)O)oc2ccc(S(=O)(=O)NCc3ccc4c(c3)OCO4)cc12 | 0.4 | 0.859 | 4.4 | 1 | -0.646 | 0.135 | 0.2 | 4.3 | 16.2
Cc1ccc(-n2c(-c3ccncc3)nnc2-c2ccco2)cc1 | -0.4 | -0.307 | 1.1 | 1 | / | 0.135 | 9.3 | 5.9 | 14.1
CCCNc1cc(=O)n(C)c(=O)n1C | 0.5 | 0.416 | 2.5 | 1 | -0.275 | -0.272 | 12.4 | -31.9 | 12.1
COc1ccc(-c2nnc(-c3ccc(N)cc3)o2)cc1 | -0.4 | 0.644 | -0.6 | 1 | -1.51 | 0.00128 | 1.1 | -3.2 | -26.0
O=C(Nc1ccc(-n2nncc2-c2ccco2)cc1)c1cccc(F)c1 | / | 0.834 | / | 0.8 | / | 0.891 | 8.2 | / | 9.1
COc1cc2nc(CC(C)C)n(NC(=O)c3ccccc3)c(=O)c2cc1OC | 0.0 | 0.14 | -4.6 | 0.9 | 0.301 | 0.241 | 2.8 | -38.0 | 10.5
COc1ccccc1NC(=O)C1C2CCCCC21 (configuration not stated) | -0.6 | 0.263 | -6.1 | 0.9 | 0.00787 | 0.0339 | 6.0 | -6.1 | 13.2
Clc1ccc(-n2ncc3c(NCc4cccs4)ncnc32)cc1 | -4.3 | -0.711 | / | 1.1 | / | -1.09 | -3.2 | -2.2 | /
NC(=O)C1(N2CCCCC2)CCN(C(=O)Nc2ccccc2C(F)(F)F)CC1 | -0.8 | -0.392 | 4.6 | 0.9 | 0.61 | 0.242 | 6.6 | 2.0 | 7.9
Cc1cccc(-n2c(O)c(C=Nc3c(C)n(C)n(-c4ccccc4)c3=O)c3ccccc3c2=O)n1 | -1.2 | -0.415 | 1.7 | 0.9 | 0.306 | -0.754 | 4.6 | -3.6 | 15.5
Cc1ccc(Cl)cc1N1CCN(C(=O)C2CCC(=O)N2C(C)C)CC1 (configuration not stated) | -1.1 | -0.478 | 5.7 | 1 | -0.146 | 0.39 | 2.5 | 16.2 | 5.2
Cc1noc(C)c1CSc1nnc2cc(C)c3ccccc3n12 | -1.0 | -0.994 | -5.7 | 0.9 | -0.00769 | -0.247 | -0.2 | -24.5 | 16.1
CSc1nccn1CC(=O)Nc1ccc(F)cc1 | -0.2 | -1.11 | -2.3 | 0.9 | -0.227 | -0.0197 | 4.0 | -5.1 | 10.8
O=S(=O)(NCCNS(=O)(=O)c1cccs1)c1cccs1 | 0.2 | -0.595 | 0.8 | 0.9 | -0.235 | 0.407 | 5.0 | -3.8 | 4.5
O=C(NO)c1ccc(C(=O)N(C2CCCCC2)C2CCCCC2)cc1 | -0.4 | -0.328 | 6.1 | 0.9 | -0.946 | 0.374 | 6.3 | -5.1 | 19.4
COC(=O)[C@H](C)NC(=O)Nc1ccc(OC(F)(F)F)cc1 | -0.6 | -0.108 | 0.0 | 0.9 | -0.371 | 0.136 | 2.5 | -19.4 | 11.6
c1ccc(Cn2nnnc2C(c2cccs2)N2CCSCC2)cc1 (configuration not stated) | -0.1 | -0.0121 | -0.3 | 0.9 | -0.212 | -0.464 | -7.4 | 15.4 | -2.2

One compound at a time (already shown).
COc1ccccc1NC(=O)C1C2CCCCC21 (configuration not stated) in the list: S1P3 agonist: -0.6; M1 ag: 0.263; Jurkat tox 60K: -6.1; TNAP act DEA: 0.9; D1 mod: 0.00787; M1 antagonist: 0.0339; Ec RNAP inh: 6.0; S1P1 ag-PAM: -6.1; HEK293 NFkB inh: 13.2
Cc1ccc(Cl)cc1N1CCN(C(=O)C2CCC(=O)N2C(C)C)CC1 (configuration not stated) in the list: S1P3 agonist: -1.1; M1 ag: -0.478; Jurkat tox 60K: 5.7; TNAP act DEA: 1; D1 mod: -0.146; M1 antagonist: 0.39; Ec RNAP inh: 2.5; S1P1 ag-PAM: 16.2; HEK293 NFkB inh: 5.2

Additional records:
structure | S1P3 agonist | M1 ag | Jurkat tox 60K | TNAP act DEA | D1 mod | M1 antagonist | Ec RNAP inh | S1P1 ag-PAM | HEK293 NFkB inh
Cc1cc(=O)c2c(C)nn(-c3ccccc3)c2[nH]1 | -0.9 | -1.3 | -4.0 | 1 | 0.906 | 0.382 | 10.8 | -21.4 | -6.7
CCOC(=O)Cc1csc(NC(=O)CSc2nnc(C(C)C)n2C)n1 | -0.2 | 0.444 | -1.3 | 0.9 | 0.183 | -0.629 | 4.1 | -10.0 | 1.9
CCSC1=N/C(=C\c2ccc3c(c2)OCO3)C(=O)S1 | / | 1.45 | / | 0.9 | 0.489 | -0.107 | 1.4 | / | 15.5
COc1ccccc1N1CCN(CCOc2c(OC)cccc2OC)CC1 | -4.5 | 1.35 | / | 0.8 | / | 2.53* | 3.5 | 19.6 | /
O=C(Nc1ccc(Cl)cn1)c1cccc(F)c1 | -1.5 | -0.0546 | 84.8* | 0.9 | 0.0414 | 0.0463 | 4.4 | 7.7 | -1.8
Cc1c(NC(=O)C23CC4CC(CC(C)(C4)C2)C3)c(=O)n(-c2ccccc2)n1C | 0.0 | -0.959 | -8.2 | 0.9 | -0.0356 | 0.7 | 8.7 | -14.4 | 8.3
CCCN1C2CCCC1CC(NC(=O)c1ccccc1F)C2 (configuration not stated) | -0.2 | -1.17 | -4.9 | 1 | -2.07 | -3.71* | 1.1 | -10.6 | 11.9
Cc1cccc(OCC(=O)Nc2cc(C)ccc2O)c1 | -0.6 | 0.117 | 55.2* | 0.9 | / | 0.00204 | -3.5 | -12.1 | 14.7
CCOC(=O)c1sc2nc(SCC#N)n(CC3CCCO3)c(=O)c2c1C (configuration not stated) | / | 1.15 | / | 0.9 | 0.975 | -0.0781 | 1.1 | / | 12.4
O=C(O)Cn1nc(C(F)(F)F)c2c1CCCCC2 | -0.8 | -0.328 | -3.1 | 0.9 | -0.195 | 0.105 | 2.6 | 0.7 | 10.1
Cn1c(/C(C#N)=C/C2CC=CCC2)nc2ccccc21 (configuration not stated) | 0.5 | 0.569 | -3.0 | 0.9 | 3.79* | -0.131 | / | 18.6 | 8.0
CCc1ccc(OCC(=O)N(C)C2CCS(=O)(=O)C2)cc1 (configuration not stated) | -0.5 | 0.257 | -3.2 | 0.9 | / | 0.0124 | 11.9 | 9.7 | 13.2
Cc1ccc(-n2nnnc2SCC(=O)c2cc(C)n(CC3CCCO3)c2C)cc1 (configuration not stated) | -1.5 | -0.464 | -0.3 | 0.9 | 0.112 | 0.0114 | -0.6 | -1.3 | 8.5
O=C(COC(=O)C1(c2ccccc2F)CCCC1)N1CCN(C(=O)c2ccco2)CC1 | / | 0.559 | / | 0.9 | -0.0367 | -1.9 | 12.8 | / | 17.0
CCCNC(=O)Nc1ccccc1C(=O)Nc1ccc(OC)cc1 | / | -0.327 | / | 0.9 | 0.0897 | -0.987 | -3.0 | / | 10.3
CCC1CCCCN1S(=O)(=O)c1ccc(S(=O)(=O)N(Cc2cccs2)C2CC2)cc1 (configuration not stated) | 0.5 | 9.7* | -5.0 | 0.8 | 0.0323 | -1.9* | 3.8 | 25.6 | 13.1
Cc1cc(NCCCN2CCOCC2)n2c(nc3ccccc32)c1C#N | 0.1 | -0.195 | -4.1 | 1 | 0.0975 | -1.23 | -27.5 | -28.1 | 2.5
Cc1ccc2c(c1)c1ncn(CCC3=CCCCC3)c(=O)c1n2C | -0.1 | -0.58 | -1.6 | 0.9 | -0.302 | -0.025 | 4.2 | -12.4 | 10.9
COC(=O)c1sc(NC(=O)c2oc3ccccc3c2C)nc1C | 1.6 | -0.29 | / | 1 | / | 0.708 | 12.3 | -0.5 | /
COc1ccc(N(C(=O)Nc2ccc(Cl)cc2)C2=NCCC2)cc1 | -1.1 | -0.612 | -2.6 | 0.9 | 0.352 | -0.372 | -0.2 | -35.1 | -5.5

Other entries:
structure | S1P3 agonist | M1 ag | Jurkat tox 60K | TNAP act DEA | D1 mod | M1 antagonist | Ec RNAP inh | S1P1 ag-PAM | HEK293 NFkB inh
O=c1c(N2CCCCC2)coc2ccccc12 | / | 0.597 | / | 0.9 | -0.125 | 0.105 | 6.2 | / | /
O=C(CSC1=NCCS1)Nc1ccnc2ccccc12 | -2.7 | 4.23* | 29.3* | 0.9 | -2.57 | -1.49 | 5.1 | 108.6* | 35.6
CN(C(=O)COC(=O)c1nc(-c2ccccc2)n(-c2ccccc2)n1)C1CCS(=O)(=O)C1 (configuration not stated) | -1.5 | 0.325 | -4.2 | 0.9 | / | -4.76* | 3.3 | -1.9 | 11.5
COc1cc(C2C3CN(C)CC=C3C(C#N)=C(N)C2(C#N)C#N)ccc1OC(C)C (configuration not stated) | / | 5.07* | / | 1 | -4.87* | -0.346 | 6.9 | / | 15.0
Cc1nn(Cc2ccccc2)c2c1C(c1ccncc1)C(C#N)=C(N)O2 (configuration not stated) | -1.6 | 0.204 | -10.0 | 0.9 | -0.252 | -0.532 | 3.6 | -33.2 | 17.2
Cc1onc(-c2c(F)cccc2Cl)c1C(=O)NCc1cccs1 | -0.6 | -0.163 | -3.2 | 1 | -0.0668 | -0.056 | 9.0 | -16.7 | 23.2
CCOC(=O)C1CCCN(C(=O)C2CCCN(S(C)(=O)=O)C2)C1 (configuration not stated) | 0.6 | 0.809 | -8.0 | 1 | -0.528 | 0.0443 | 3.3 | -6.6 | 5.8
Cn1c(=O)c2ncn(CC(=O)Nc3ccc4c5c(cccc35)CC4)c2n(C)c1=O | -1.5 | -2.09 | -3.3 | 0.9 | / | 0.0497 | 4.8 | -7.7 | 13.7
Cc1cc2n(n1)C(c1ccc(N(C)C)cc1)Nc1ccccc1-2 (configuration not stated) | -0.5 | -0.00768 | -0.4 | 0.9 | 1.05 | 0.0999 | -8.2 | -29.9 | -12.4
COc1ccc(CCN(C)CCCC(C#N)(c2cc(OC)c(OC)c(OC)c2)C(C)C)cc1OC (configuration not stated) | -2.6 | -0.827 | / | 0.8 | -0.192 | 0.718 | 7.4 | -4.6 | /
COc1ccc(-c2nnc(SCc3ccccc3)n2N)cc1 | -1.8 | -0.884 | 2.8 | 0.9 | -0.104 | 0.344 | 4.4 | 1.8 | 2.6
Cc1cccc(-c2noc(CN(C(=O)c3ccc4c(c3)OCO4)C(C)C)n2)c1 | 0.0 | 0.995 | -5.0 | 0.9 | -0.019 | -0.536 | 7.6 | -9.7 | 6.6
CCN(CCNC(=O)c1cccc(N2CCCC2=O)c1)c1ccccc1 | -0.4 | 0.581 | -4.2 | 0.9 | 0.661 | 0.608 | 3.3 | -13.0 | 7.2
